SRC3 inh: SRC3 coactivator transcriptional activity inhibitors, primary screen, cell-based, luminescence. Nuclear receptor coactivator 3 (Homo sapiens), Q9Y6Q9. actives 0.17% (n = 360,000). HEK293 GAL4-SRC3 luciferase reporter. inhibition, % at 3.6 µM;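 active = inhibition above a per-campaign cutoff, the mean of all compounds plus 3 SD, cut at about 60% in these data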;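 note: 0% = DMSO-treated cells and 100% = gossypol-treated cells at 36 µM; higher means less SRC3-driven luciferase light from the GAL4 reporter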
NR2F2 inh: NR2F2 transcriptional activity inhibitors, primary screen, cell-based, luciferase reporter, HEK293T, luminescence. COUP transcription factor 2 (Homo sapiens), P24468. HEK293T NGFI-A luciferase reporter. inhibition, % at 8.6 µM. actives 0.7% (n = 370,000). AID 686940, 2013;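 active = inhibition above a per-plate cutoff, mean inhibition of test wells between control levels plus 3 SD, cut at about 38% in these data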;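 note: cells cotransfected with COUP-TFII expression vector driving the NGFI-A reporter; 0% = median of COUP-TF2 test wells and 100% = reporter-only cells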
TWEAK Fn14 block: inhibitors of TWEAK-Fn14 signaling, primary screen, luciferase reporter cells, uHTS | TWEAK-stimulated Fn14 reporter cells, luciferase luminescence, 8 h | inhibition, % at 10 µM | actives 2% (n = 360,000) | AID 1159606, 2016; in the data active = inhibition above about 50%
NCOA2 inhibitor: inhibition of GAL4-SRC2 driven luciferase reporter, primary screen, SRC2 inhibitor project, cell-based, luminescence. Nuclear receptor coactivator 2 (Homo sapiens), Q15596. HEK293 GAL4-SRC2 luciferase reporter. inhibition, % at 9 µM. actives 0.17% (n = 370,000). AID 651957, 2012;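 active = inhibition above the mean inhibition of all tested compounds plus 3 SD, set per campaign, cut at about 52% in these data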;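 note: 0% = DMSO treated cells and 100% = cells given Gossypol at 36 µM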
Target sequence (Q15596 whole entry, looked up, the tested form may be a part): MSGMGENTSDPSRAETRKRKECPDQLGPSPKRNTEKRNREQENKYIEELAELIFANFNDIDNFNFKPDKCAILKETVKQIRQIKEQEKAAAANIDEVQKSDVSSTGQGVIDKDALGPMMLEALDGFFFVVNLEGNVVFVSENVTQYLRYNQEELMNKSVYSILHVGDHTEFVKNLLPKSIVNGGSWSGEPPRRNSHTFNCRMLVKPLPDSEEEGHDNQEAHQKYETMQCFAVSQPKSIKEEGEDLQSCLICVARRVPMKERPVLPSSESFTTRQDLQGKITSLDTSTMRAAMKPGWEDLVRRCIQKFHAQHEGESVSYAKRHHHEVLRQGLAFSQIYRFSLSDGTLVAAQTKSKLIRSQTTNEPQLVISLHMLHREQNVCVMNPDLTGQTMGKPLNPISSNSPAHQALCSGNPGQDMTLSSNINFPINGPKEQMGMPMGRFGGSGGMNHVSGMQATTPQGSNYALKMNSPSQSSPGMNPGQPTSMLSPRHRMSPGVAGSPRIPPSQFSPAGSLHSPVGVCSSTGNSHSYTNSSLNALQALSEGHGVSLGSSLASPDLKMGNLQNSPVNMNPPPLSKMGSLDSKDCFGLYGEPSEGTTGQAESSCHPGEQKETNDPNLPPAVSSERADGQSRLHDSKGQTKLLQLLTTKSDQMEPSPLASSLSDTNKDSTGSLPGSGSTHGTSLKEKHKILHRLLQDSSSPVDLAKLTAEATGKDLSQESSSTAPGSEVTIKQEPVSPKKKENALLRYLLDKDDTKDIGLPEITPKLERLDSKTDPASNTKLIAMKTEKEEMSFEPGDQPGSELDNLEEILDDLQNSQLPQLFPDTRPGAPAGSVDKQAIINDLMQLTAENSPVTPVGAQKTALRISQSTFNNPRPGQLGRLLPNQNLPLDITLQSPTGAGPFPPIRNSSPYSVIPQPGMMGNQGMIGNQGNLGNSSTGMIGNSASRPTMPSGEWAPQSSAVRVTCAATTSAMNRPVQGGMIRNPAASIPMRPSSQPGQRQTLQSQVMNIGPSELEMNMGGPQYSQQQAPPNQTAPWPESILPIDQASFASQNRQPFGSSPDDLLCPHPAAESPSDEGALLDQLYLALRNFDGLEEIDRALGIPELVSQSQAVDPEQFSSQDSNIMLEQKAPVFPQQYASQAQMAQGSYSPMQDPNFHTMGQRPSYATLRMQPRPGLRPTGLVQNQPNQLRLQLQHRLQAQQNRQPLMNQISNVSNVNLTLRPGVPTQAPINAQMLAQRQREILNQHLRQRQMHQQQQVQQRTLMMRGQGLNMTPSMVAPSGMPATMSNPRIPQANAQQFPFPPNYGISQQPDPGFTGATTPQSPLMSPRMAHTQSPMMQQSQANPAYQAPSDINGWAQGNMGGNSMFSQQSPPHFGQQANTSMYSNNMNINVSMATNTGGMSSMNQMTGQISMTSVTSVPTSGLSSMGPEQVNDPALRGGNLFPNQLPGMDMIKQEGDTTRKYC
SRC1 inh: SRC1 coactivator transcriptional activity inhibitors, primary screen, cell-based, luminescence. inhibition, % at 3.6 µM. actives 0.12% (n = 360,000). Nuclear receptor coactivator 1 (Homo sapiens), Q15788. HEK293 GAL4-SRC1 luciferase reporter. AID 588354, 2011;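 active = inhibition above the campaign mean plus 3 SD, with each screening campaign given its own cutoff, cut at about 60% in these data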;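 note: 0% = DMSO treated cells and 100% = gossypol at 36 µM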
KKLEB tox: cytotoxicity in KKLEB CF airway cells, primary screen, cytotoxicity control for CF NF-kB inhibitor project, cell-based, uHTS, fluorescence assay plates | KKLEB CF airway cells viability, ATPlite luminescence, overnight; hits give low values; cells stimulated with P. aeruginosa culture filtrate | activity change (cytotoxicity), % at 5 µM | actives 0.36% (n = 360,000) | AID 602141, 2011;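 active = corrected activity change at or below -50% at 5 µM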
TROY signal inh: inhibitors of TROY-driven NF-kB signaling, primary screen, Q293 LMP1-TROYcd cells, NF-kB luciferase, uHTS; Q293 LMP1-TROYcd NF-kB luciferase reporter, 4 h; inhibition, % at 10 µM; actives 0.98% (n = 360,000);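 active = compounds whose plate-normalised and pattern-corrected inhibition of the luciferase reporter signal at the single screening dose is 50% or more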
CF NFkB block: inhibitors of PAF-induced NF-kB signaling, primary screen, cell-based, GFP fluorescence, uHTS; KKLEB NF-kB-GFP reporter, GFP fluorescence overnight; inhibition, % at 5 µM; actives 0.86% (n = 360,000); AID 588850, 2011;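 active = at least 50% inhibition at 5 µM, scaled per plate between neutral and stimulator controls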;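 note: PAF is a Pseudomonas aeruginosa culture filtrate used as stimulus; plate controls were PAF-stimulated DMSO wells for no effect and unstimulated DMSO wells for full effect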
NR5A2 inv ag: LRH-1 (NR5A2) inverse agonists, primary screen, cell-based, luminescence, HEK293T, StAR-luciferase reporter; LRH-1 transfected, 24 h; AID 602396, 2012; Nuclear receptor subfamily 5 group A member 2 (Homo sapiens), O00482; inhibition, % at 3.6 µM; actives 0.13% (n = 360,000);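 active = inhibition above the mean inhibition of all tested compounds plus 3 SD, cut at about 73% in these data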;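 note: 0% = DMSO wells and 100% = reporter-only cells lacking LRH-1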
C8 TRAIL sens: viability loss with TRAIL in NB7+C8 cells, primary screen, TRAIL sensitizer project, cell-based, ATPlite luminescence | inhibition (viability loss, TRAIL sensitization), % at 10 µM | actives 1% (n = 360,000) | AID 624354, 2012;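 active = compounds causing at least 50% loss of cell viability in the single-dose screen, relative to plate controls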
EBV LMP1 NFkB: EBV LMP1-driven NF-kappaB luciferase reporter inhibitors, primary screen, cell-based, luminescence, single point | LMP1-induced NF-kappaB luciferase reporter cells | inhibition, % at 12.5 µM | actives 0.69% (n = 350,000) | AID 504558, 2011; in the data active = inhibition above about 41%;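 note: 0% = neutral control wells and 100% = reference inhibitor control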
Active calls of the source: *; . = not tested or not shown. Not a hit list. Share with any hit: about 4.2%.

Below each SMILES: SRC3 inh	NR2F2 inh	TWEAK Fn14 block	NCOA2 inhibitor	SRC1 inh	KKLEB tox	TROY signal inh	CF NFkB block	NR5A2 inv ag	C8 TRAIL sens	EBV LMP1 NFkB
> CN(CCOC(=O)/C=C/c1ccco1)Cc1ccccc1
    7	1	-4	11	-2	4	-14	8	-25	-5	-6
> CC1=C(C(=O)Nc2cccc([N+](=O)[O-])c2)C2(CCC(C)CC2)OC1=O (configuration not stated)
    3	21	-6	-22	3	1	19	0	-13	-2	-7
> c1cnc(Nc2nc(-c3ccc4ccccc4c3)cs2)nc1
    -89	-52	-7	-39	-101	12	-44	-6	-52	10	-16
> Cc1ccc2nc(N/C(N)=N/S(=O)(=O)c3ccc([N+](=O)[O-])cc3)nc(C)c2c1
    -30	15	17	-27	-7	16	-6	-29	5	8	-2
> COc1ccc(C2=CC(=O)C[C@H](c3ccc(OC)c(OC)c3)C2)cn1
    -12	10	-14	-13	-2	-20	-6	8	10	-9	3
> O=C(NNc1cccc(Cl)c1)c1cccnc1Cl
    0	2	-21	13	-8	-5	-23	-10	-9	-1	-7
> O=c1o[nH]c(-c2ccccc2)c1C=Nc1ccc(Cl)cc1
    -15	5	-16	-27	-20	-15	-15	5	-4	9	0
> COc1ccc(-c2ccc3c(c2)[C@@H]2C[C@H](N(C)C(=O)Nc4ccccc4)[C@H]([C@H](C)O)C(=O)N2CC3)cc1
    6	1	3	-20	14	-2	4	2	-2	6	0
> O=C(CCc1nc2ccccc2c(=O)[nH]1)N1CCN(S(=O)(=O)c2ccc(Cl)c(C(F)(F)F)c2)CC1
    1	-8	-6	-2	0	12	1	0	-12	0	-7
> CC(C)(C)c1ccc(-c2n[nH]c(=S)n2C2CCCC2)cc1
    13	27	8	34	-18	21	38	-6	8	15	13
> O=C1CCCC/C=C\C[C@H](CC(=O)N(CCO)Cc2ccccc2)C(=O)N[C@@H](Cc2ccccc2)CO1
    -16	7	-5	-13	-1	-22	-5	8	0	-7	-3
> O=C(c1ccc(Cl)c(Cl)c1)N1CCC(=O)N(C(CO)Cc2ccccc2)CC1 (configuration not stated)
    7	1	4	22	-3	-5	-13	-2	3	1	-3
> Cn1c(N)c(C(=O)/C=C/c2ccccc2)c(=O)[nH]c1=O
    -98	-67	-3	-51	-138	6	-43	-23	-57	0	5
> Cc1ccc(S(=O)(=O)N2CCCC(C(=O)N(Cc3cccs3)C3CC3)C2)cc1 (configuration not stated)
    18	20	24	8	-5	6	2	-2	-14	4	11
> CCOC(=O)C1=C(c2ccccc2)NC(N)=NC1c1ccc(OCc2ccc(C(=O)OC)cc2)cc1 (configuration not stated)
    3	-18	1	-19	-23	-34	6	24	-14	2	-4
> Clc1nc(CN2CCOCC2)nc2sc3c(c12)CCC3
    5	-10	-17	16	-2	1	-15	15	11	-3	-4
> O=C(Nc1ccc(Cl)cc1)OCCn1nnnc1C(c1ccccc1Cl)N1CCOCC1 (configuration not stated)
    10	-10	-12	-6	-3	7	-48	4	-3	2	-1
> CCOC(=O)C1CCCN(c2c(C(=O)c3ccccc3)cnc3ccccc23)C1 (configuration not stated)
    7	-14	25	-8	-4	5	-4	14	13	-9	-1
> COc1cc(C(=O)NCc2ccc3c(c2)OCO3)ccc1OCc1c(C)noc1C
    19	-24	-10	8	-4	6	-27	-5	12	3	9
> CC1CCC(N2CC(=O)N(Cc3ccc4c(c3)OCO4)C(c3ccc(F)cc3)C2=O)CC1 (configuration not stated)
    3	10	-17	4	-6	11	-12	-11	10	-3	-11
> Cc1ccc(C(=O)C2COC(=O)C2)cc1 (configuration not stated)
    13	-8	8	-65	-2	-8	-1	12	2	-10	-24
> CC(C)CSCC1OC(n2cnc3c(N)nccc32)C(O)C1O (configuration not stated)
    -2	15	-16	32	13	-3	0	16	27	2	2
> CCCc1nnc(SCC(=O)O)n1/N=C/c1ccc2c(c1)OCO2
    13	-20	-21	-22	2	-3	-14	-2	-20	3	-2
> Cc1cc(O)c2c(CN3CCN(Cc4ccccc4)CC3)cc(=O)oc2c1
    -1	-11	7	6	0	3	21	-8	-17	-18	14
> O=C(COC(=O)c1ccc(Cl)nc1)Nc1ccc(N2CCCCC2)cc1
    -36	-16	-1	-41	-21	4	-6	-43	-42	7	-2
> COc1ccc(OC)c(-c2csc(NC(=O)Cc3ccc(F)cc3)n2)c1
    11	12	-4	-32	13	18	13	-24	-17	3	-1
> CCOc1ccccc1OCCOCCN1CCN(Cc2ccccc2)CC1
    8	10	-1	-10	-1	-1	-14	4	0	3	1
> Cc1sc2nc(CN3CCN(c4ccc(O)cc4)CC3)[nH]c(=O)c2c1C
    8	7	-31	-6	8	10	3	-4	-8	-15	-3
> COc1ccc(CCNC(=O)C(=O)NCC2OCCN2S(=O)(=O)c2ccc(OC)c(C)c2)cc1 (configuration not stated)
    -8	16	24	6	8	9	16	4	9	12	-7
> OC(CCCCN1CCCCC1)c1ccccc1 (configuration not stated)
    -7	-3	-9	-17	5	8	5	-9	10	15	7
> COc1cccc(CNC(=O)[C@@H]2CCCN2C(=O)[C@H]2CCCCN2C(=O)c2cccc(OC)c2)c1
    .	0	-1	-20	.	.	-20	.	23	-13	.
> Cc1c(C(=O)Nc2ccc(F)c(F)c2)oc2ccc(S(=O)(=O)N3CCCCC3)cc12
    11	-10	81*	-1	-23	-3	50	-13	-6	26	17
> Cc1ccc2ccccc2c1C(O)c1ncc(-c2ccccc2F)[nH]1 (configuration not stated)
    7	-10	6	10	-8	-1	2	-42	15	-10	.
> COc1cc(/C=N/Nc2ccccn2)cc(OC)c1O
    -12	9	-11	-17	-10	15	-32	6	-13	13	-1
> CCOc1ccc(S(=O)(=O)N(C)C2CCCCC2)cc1
    -5	15	-3	-24	-5	2	3	-19	2	11	-1
> CCCN(CC1CC1)c1nc(N)c(C#N)c(CC#N)c1C#N
    15	19	13	-23	-18	-5	9	7	5	-9	-9
> COc1cc(/C=C(\C#N)C(=O)Nc2cc(C(F)(F)F)ccc2Cl)ccc1OCC(=O)Nc1cccc(C(F)(F)F)c1
    6	7	-50	-11	8	-7	-17	18	10	14	-2
> O=C(NC1CCCC1)C(c1ccc(Cl)cc1)N(Cc1ccc(F)cc1)C(=O)CCl (configuration not stated)
    3	.	11	.	6	-10	-6	14	16	3	3
> COc1ccc(CNC(=O)c2cc(=O)c3cc(C)cc(C)c3o2)cc1
    -9	7	15	2	-10	1	-10	10	4	-15	-4
> COc1ccc(-c2c(C(F)(F)F)nn(C)c2NC(=O)CSCC(=O)O)cc1
    11	7	3	4	13	3	2	2	-1	-20	.
> O=[S@]1Oc2ccccc2-c2ccccc21
    7	-11	-2	4	-2	6	-12	-6	-10	0	-5
> Cc1cccc(-c2oc3ccc(-c4ccc5c(c4)OCO5)cc3c2C#Cc2cncn2C)c1
    -3	-18	27	-55	-3	-6	25	12	-14	19	-49
> O=C(Nc1cccc(C(F)(F)F)c1)C1C2CC3OC(=O)C1C3C2 (configuration not stated)
    7	7	-19	4	0	0	-21	-7	9	-11	-1
> COc1ccccc1-c1cnc(C(O)c2ccc(F)cc2C)[nH]1 (configuration not stated)
    8	12	7	-17	14	3	7	-10	18	-10	.
> Cc1onc(-c2ccccc2)c1C(=O)Nc1cccc(C#N)c1
    4	-10	-11	-25	2	-2	-14	-17	30	-4	9
> CCNS(=O)(=O)c1ccc(NC(=O)c2ccccc2SCCOC)cc1
    -10	-2	9	-18	-25	1	11	-11	8	-2	4
> NS(=O)(=O)c1cccc(NC(=O)c2cccnc2Oc2ccccc2)c1
    -2	7	20	-7	-2	5	13	-5	8	-16	3
> COc1ccc(-c2nnc(SCC(=O)NC3CCCCC3)n2N)cc1
    12	-3	1	-1	18	-8	-10	7	11	-21	1
> Cc1cc(NC(=O)CN2C(=O)c3ccccc3C2=O)no1
    15	-6	-7	-21	15	5	-13	-16	-8	3	3
> CC(=O)Nc1nn(C)c2nc(C)cc(C)c12
    -5	2	8	-9	-12	12	-20	1	-13	-16	-3

The listing continues.
Below each SMILES: SRC3 inh	NR2F2 inh	TWEAK Fn14 block	NCOA2 inhibitor	SRC1 inh	KKLEB tox	TROY signal inh	CF NFkB block	NR5A2 inv ag	C8 TRAIL sens	EBV LMP1 NFkB
> Cc1cc(C)c2nc(-c3cccc(Cl)c3)c(C)c(C(=O)N3CCOCC3)c2c1
    12	2	-11	-27	5	-6	-6	26	-13	-15	-2
> CC(C)CCN1CCN(Cc2ccc(Oc3ncccn3)cc2)CC1CCO (configuration not stated)
    4	11	18	3	-21	0	-29	20	12	2	1
> CCc1ccc(OCC(=O)N/N=C2\CC(=O)c3ccccc32)cc1
    -24	.	0	.	-50	6	-29	-19	-1	-2	-11
> COc1cc(/C=N/Nc2nn3cnnc3c3ccccc23)cc(OC)c1OC
    -43	-49	-41	-81	-51	-5	-43	-2	-39	69*	3
> CCOc1cc(N2CCOCC2)c(OCC)cc1NC(=O)CN1CCSC1=O
    -13	-23	3	-5	0	-2	4	-2	5	-10	1
> O=[N+]([O-])c1ccc(N2CCSCC2)cc1
    4	-6	0	-9	-9	9	-6	-2	9	11	0
> COc1ccc(CSc2ccc(S(=O)(=O)N3CCCCC3)cn2)cc1F
    9	10	-18	2	-21	-24	6	20	10	-6	5
> O=C(NC(=S)Nn1cnc2c(cnn2-c2ccccc2)c1=O)c1ccccc1
    8	8	10	-26	0	-1	-13	0	-4	18	1
> COCCCNC(=S)N/N=C/c1ccc(OC)c(Br)c1
    10	-4	-40	-2	10	-1	-5	0	-1	6	8
> CCCC(=O)N(Cc1cc(=O)[nH]c2ccccc12)c1cccc(C)c1
    7	10	7	-1	-31	4	13	-5	11	8	5
> O=S(=O)(NCc1ccco1)c1ccc(Cl)s1
    -6	-17	6	-17	-17	-5	7	9	4	1	0
> O=C(NCc1ccccc1)C1=C[C@H](c2ccc3c(c2)OCO3)C[C@H](OCCCCO)O1
    -11	7	-10	-4	-19	1	-13	0	-5	16	-4
> COC(=O)C1C(=O)C=C(N2CCOCC2)CC1(C)C (configuration not stated)
    9	-15	9	-57	-10	-2	-8	-14	-6	20	-2
> O=C(NCCc1ccccc1)C1CCCN1C(=O)NCc1ccccc1 (configuration not stated)
    -17	16	-3	7	8	-4	2	0	5	6	0
> CCN(CC)S(=O)(=O)c1ccc2c(c1)nc(CCC(=O)Nc1ccccc1Cc1ccccc1)n2CC
    -1	8	11	-3	20	-2	6	13	-10	5	3
> COc1ccc(CCN2CC(C(=O)Nc3cc(S(C)(=O)=O)ccc3Cl)CC2=O)cc1OC (configuration not stated)
    -10	5	-4	-19	-3	3	-8	-18	-7	-9	6
